# CRFR2-BP antag – CRF-BP/CRF-R2 complex antagonism | HEK293 CRF-R2/CRF-BP, CRF-induced calcium fluorescence | inhibition, % at 11.8 µM | 350,000 tested, 0.59% active | AID 588475;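 active means inhibition of the ligand-induced calcium signal above about 50% at the single tested concentration, limit read from the data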
# CHRM4 agonist – agonists of human muscarinic M4 receptor (CHRM4) | P08173 | CHO-K1 hM4/Gqi5, Fluo-8 calcium fluorescence; vehicle 0%, full acetylcholine response 100% | activation, % at 3 µM | 360,000 tested, 0.14% active | AID 624127;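 active means activation above the run mean over all test wells plus 3 SD, cut at about 32% in these data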;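 further: peak over basal fluorescence ratio per well then scaled between controls; 0% = DMSO wells and 100% = acetylcholine at EC100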
# Target sequence (P08173 whole entry, looked up): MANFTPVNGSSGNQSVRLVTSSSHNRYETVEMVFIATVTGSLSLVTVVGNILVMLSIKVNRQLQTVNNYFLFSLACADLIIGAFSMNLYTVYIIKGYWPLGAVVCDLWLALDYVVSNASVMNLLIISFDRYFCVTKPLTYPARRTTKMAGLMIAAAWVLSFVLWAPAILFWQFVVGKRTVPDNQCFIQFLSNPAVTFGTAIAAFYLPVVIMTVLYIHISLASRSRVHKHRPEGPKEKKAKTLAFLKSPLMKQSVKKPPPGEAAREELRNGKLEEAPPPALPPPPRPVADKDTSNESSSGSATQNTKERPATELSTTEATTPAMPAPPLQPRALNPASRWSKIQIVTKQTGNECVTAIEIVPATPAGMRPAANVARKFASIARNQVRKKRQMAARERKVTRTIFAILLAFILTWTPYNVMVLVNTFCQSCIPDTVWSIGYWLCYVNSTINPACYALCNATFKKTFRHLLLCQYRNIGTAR
# M5 PAM – positive allosteric modulators of human muscarinic M5 receptor; P08912; CHO-K1 hM5, Fluo-8 calcium, ACh EC20 PAM; 0% = ACh EC20, 100% = ACh EC100; activation, % at 3 µM; 360,000 tested, 0.3% active;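 active means activation above the run cutoff, the mean activation of all test compounds plus 3 SD, cut at about 18% in these data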
# Target sequence (P08912 whole entry, looked up): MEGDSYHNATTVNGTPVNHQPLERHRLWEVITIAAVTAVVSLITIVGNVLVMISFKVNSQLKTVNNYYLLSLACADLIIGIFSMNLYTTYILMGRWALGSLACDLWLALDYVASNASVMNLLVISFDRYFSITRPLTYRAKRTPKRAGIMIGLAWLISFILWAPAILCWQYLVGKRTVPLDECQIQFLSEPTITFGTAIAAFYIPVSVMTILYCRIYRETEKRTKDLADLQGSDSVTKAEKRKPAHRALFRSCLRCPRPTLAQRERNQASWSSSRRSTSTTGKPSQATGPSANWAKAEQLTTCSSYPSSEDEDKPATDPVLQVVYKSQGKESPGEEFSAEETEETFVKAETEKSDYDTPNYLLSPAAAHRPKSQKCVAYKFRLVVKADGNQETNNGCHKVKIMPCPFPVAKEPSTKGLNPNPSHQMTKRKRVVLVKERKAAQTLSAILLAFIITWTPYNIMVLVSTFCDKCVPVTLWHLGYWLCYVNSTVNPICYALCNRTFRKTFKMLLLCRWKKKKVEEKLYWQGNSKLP
#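 Test system: CHO-K1 hM5 cells / Doses: single-point, 3 µM nominal / Times: Post-acetylcholine fluorescence recording 140 s / Technique: Fluo-8 calcium fluorescence / Measure: Max/basal fluorescence ratio as % of EC20–EC100 ACh window / Benchmarks: low control EC20 acetylcholine (0%), high control EC100 acetylcholine (100%) / Replicates: one well per compound, no replicates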
# CRFR2-BP ag – agonists of human CRF-binding protein/CRF-R2 receptor complex; HEK293 CRF-R2/CRF-BP, calcium dye fluorescence (FLIPR); percent of saturating CRF peptide response; activation, % at 13.2 µM; 350,000 tested, 0.46% active;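 active means activation of at least 50%, plus an integration ratio under a set limit after plate pattern correction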;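 further: plate controls were neutral control wells without compound for no effect and CRF at EC100 for full effect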
# CHRM5 agonist – CHRM5 agonism in calcium assay; CHO-K1 hM5 cells, Fluo-8 calcium fluorescence; 0% DMSO wells, 100% maximal acetylcholine response; activation, % at 3 µM; 360,000 tested, 0.19% active;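 active means activation above the run's mean over test compounds plus 3 SD, cut at about 23% in these data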;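 further: signal is peak over basal fluorescence ratio across the kinetic read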
# M4 PAM – potentiates acetylcholine response at human M4 receptor. 360,000 tested, 0.4% active. P08173. activation, % at 3 µM. CHO-K1 hM4/Gqi5, Fluo-8 calcium fluorescence, ACh EC20; 0% = ACh EC20, 100% = maximal ACh;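 active means activation above its plate's cutoff, the mean activation of sample wells plus 3 SD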; further: some results filed as inactive read as strong as hits
# M5 antag – CHRM5 antagonism in calcium assay; P08912; CHO-hM5 cells, Fluo-8 calcium fluorescence, ACh EC80; inhibition, % at 3 µM; 360,000 tested, 0.59% active;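 active means inhibition above a per-plate cutoff, the mean of that plate's test compounds plus 3 SD, cut at about 27% in these data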;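 further: 0% = acetylcholine EC80 with DMSO and 100% = DMSO without agonist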
# IDE cell inh – cellular human IDE inhibition; inhibition, % at 5.59 µM; AID 434962; HEK cells, FAbetaB cleavage, fluorescence polarization; 320,000 tested, 0.41% active;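 active means percent inhibition above the average of all tested compounds plus 3 SD, set per screening campaign, cut at about 16% in these data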;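 further: IDE supplied by intact live HEK cells; FP after avidin binding of uncleaved biotin substrate so inhibition keeps polarization high; 0% = DMSO wells and 100% = 60 µM reference IDE inhibitor Ii1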
# CHRM4 antagonist – CHRM4 antagonism in calcium assay | P08173 | inhibition, % at 3 µM | AID 624125 | 360,000 tested, 0.73% active | CHO-hM4 cells, ACh EC80, Fluo-8 calcium fluorescence;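 active means inhibition above its plate's cutoff, the mean inhibition of sample wells plus 3 SD, cut at about 27% in these data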;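 further: 0% = acetylcholine EC80 with DMSO and 100% = DMSO without agonist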
# Active calls of the source: *; · = not tested or not shown.
No.	M5 PAM	IDE cell inh	CHRM4 antagonist	CRFR2-BP ag	CHRM5 agonist	CHRM4 agonist	M4 PAM	M5 antag	CRFR2-BP antag	Structure
1	-2	6	7	1.4	1	1	-5	-1	-1	CC(=O)C1=C(O)C(=O)N(c2ccc(Br)cn2)C1c1ccc(F)cc1 (stereo not given)
2	-1	0	4	-0.4	-2	0	1	5	0	O=C(Nc1ccc(N2CCCCC2)cc1)C(Cl)c1ccccc1 (stereo not given)
3	-3	6	6	0.7	-1	1	8	4	-2	Cc1ccc(-n2c(SCC(N)=O)nnc2-c2ccccn2)cc1
4	1	0	-3	12	-1	2	17	14	2	COc1ccc(CNC(=O)CN(C(=O)CCC(=O)Nc2ccccn2)c2ccccc2OC)cc1
5	-4	-4	-3	-1.1	4	1	4	1	9	Cc1cc(N2CCN(C)CC2)nc2ccc(NC(=O)c3cccnc3Cl)cc12
6	2	1	6	-0.5	1	2	3	4	6	CC(OC(=O)c1ccccc1C(=O)N(C)c1ccccc1)C(=O)Nc1ccccc1[N+](=O)[O-] (stereo not given)
7	1	1	-11	-3.0	0	1	7	0	-7	CCCCNC(=S)NNC(=O)c1ccc2c(c1)OCO2
8	0	5	10	-0.3	0	1	-6	5	6	COc1ccc(CCN(C)Cc2c(O)ccc3ccccc23)cc1OC
9	-2	6	4	-4.0	-2	0	-4	4	18	CCCC(C(=O)O)n1c(O)c(C=C2N=c3ccccc3=N2)sc1=S (stereo not given)
10	-14	·	-25	1.8	-4	1	-1	25	15	COc1ccc(S(=O)(=O)N2CCC(Nc3ccccc3Cl)CC2)cc1
11	6	2	-9	-1.4	-2	0	8	-11	0	COc1ccc(CC(=O)NCc2nnc(SCC(=O)Nc3ccccc3)n2C)cc1
12	-15	6	-7	-0.6	3	6	2	14	-1	Cc1cc(=O)c2ccccc2n1CC(=O)NCc1ccccc1
13	-3	-7	5	0.0	-1	1	-2	0	-2	CC(=O)c1cccc(Nc2nc(N3CCOCC3)nc(N3CCOCC3)n2)c1
14	-3	2	-5	-1.3	4	1	3	2	-6	CCSc1nnc(-c2ccccc2N=Cc2c(C)[nH]n(-c3ccccc3)c2=O)c(=O)[nH]1
15	2	1	-12	-1.4	-1	1	7	1	1	CC(=O)Nc1ccc(-c2csc(NCc3ccco3)n2)cc1
16	-3	-1	-9	0.5	1	3	1	2	-9	Cc1ccc(S(=O)(=O)Nc2ccc(N3CCOCC3)cc2)cc1C
17	5	-2	2	-0.2	-4	-1	3	-6	-10	C/C(=N/Oc1nc(C)cc(C)n1)c1ccc(Cl)cc1Cl
18	-7	·	-20	·	-3	4	-4	5	·	CC(C)Oc1ccc(F)cc1-c1cc(C(=O)NC2CCCCC2)[nH]n1
19	-5	·	-3	2.4	3	5	-5	7	0	O=C(COC(=O)c1cc[n+]([O-])cc1)Nc1ccc([N+](=O)[O-])cc1C(F)(F)F
20	8	0	2	1.2	3	0	9	-3	0	COc1ccccc1NC(=O)COC(=O)c1c[nH]c(=O)[nH]c1=O
21	-4	6	1	-0.8	-7	2	0	9	2	c1ccc(-c2nnc(SCc3cn4ccsc4n3)o2)cc1
22	0	·	-2	·	2	9	-3	1	·	O=C(Nc1ccccc1)c1cc(C2COCCN2C(=O)CCCc2ccccc2)on1 (stereo not given)
23	3	3	-21	1.5	-6	1	16	-5	15	CCOC(=O)c1c(CN(C)C)n(-c2ccccc2)c2cc(Br)c(OC)cc12
24	-1	6	4	1.3	-4	2	4	-4	6	Cc1nn(CC(=O)NCCCN2CCCCC2C)c(=O)c2cccn12 (stereo not given)
25	-2	0	6	0.0	2	0	10	1	18	COc1ccc(N2C(C)=CS/C2=C(/C#N)c2nnc(N3CCOCC3)n2-c2ccccc2)cc1
26	1	3	6	-1.1	-2	0	-1	2	-1	O=C(CSc1nnc(-c2cccc(F)c2)o1)N1CCCC1
27	-21	11	8	4.8	-6	2	-19	19	-10	O=C(Nc1ccccc1C(F)(F)F)c1ccc(CN2CCC(Cc3ccccc3)CC2)cc1
28	14	·	-3	-1.5	-2	1	17	-12	6	C=CCOc1c(Cl)cc(Cl)cc1S(=O)(=O)NCCO
29	-1	3	-3	-0.5	-2	1	10	-4	10	CCC(C)NCC(O)COCc1ccc(Cl)cc1 (stereo not given)
30	-2	0	-4	-0.5	-1	-1	13	1	23	CCOC(=O)C(CCCOc1ccccc1)C(=O)OCC
31	2	4	7	-0.4	-2	2	-2	5	-11	Cc1ccc(OCCNCC(O)COc2ccccc2)cc1 (stereo not given)
32	-2	0	-7	0.7	-4	0	5	16	-5	CCC12CN(C(=O)c3ccco3)CC(CC)(CN(C(=O)c3ccco3)C1)C2=O
33	-3	3	-1	0.5	-1	0	7	6	5	COc1cccc(OCc2nnc(SC)n2C)c1
34	1	-3	1	3.9	0	0	1	12	1	O=C1c2cccnc2C(=O)N1Cc1ccc(S(=O)(=O)N2CCOc3ccc(Cl)cc32)cc1
35	-14	4	-6	2.0	-5	3	-3	7	-21	Cc1cc(C)c2sc(N(CCN(C)C)C(=O)c3c(F)cccc3F)nc2c1
36	1	·	0	-0.1	2	1	-5	-4	12	C[C@@H]1CN([C@@H](C)CO)C(=O)CCCn2nncc2CO[C@H]1CN(C)C(=O)c1ccncc1
37	2	1	-10	0.5	-5	1	1	4	48	Cc1cccc(CCNC(=O)C2CCC(=O)N2Cc2ccc(F)cc2)c1 (stereo not given)
38	1	0	-11	0.5	1	10	-2	7	5	COc1ccc(NC(=O)C23CC4CC(CC(Cl)(C4)C2)C3)cc1S(=O)(=O)N1CCOCC1
39	6	3	4	-1.0	4	1	2	11	8	CCOC(=O)C1=C(N)Oc2c(oc(CO)cc2=O)C1c1ccc(F)c(F)c1 (stereo not given)
40	2	-3	7	-1.7	-3	-1	1	-3	0	O=c1c(-c2nnc(SCc3ccc(Cl)cc3Cl)o2)cccn1Cc1ccccc1
41	0	3	-7	-1.7	-1	1	6	1	0	COc1ccc(CCN(Cc2ccccn2)C(=S)Nc2ccc(C)cc2)cc1OC
42	4	2	-1	0.9	-2	1	-3	-3	8	CCN(CC)CCOC(=O)c1ccc([N+](=O)[O-])cc1
43	11	4	-5	2.3	-3	0	2	8	12	Cc1ccc(NC(=O)CN2CCCC2c2cccn2C)cc1C (stereo not given)
44	-2	3	-8	0.5	-3	1	1	-2	-7	Cc1nn(C(=O)c2cccs2)c(N)c1-c1ccccc1
45	-6	8	-5	-2.0	2	10	-7	-3	-8	CCOC(=O)[C@H]1[C@H]2COc3ccc(Cl)cc3[C@@H]2N2C(=O)CN(Cc3ccccc3)C(=O)[C@@]12C
46	0	2	7	-1.1	7	5	-10	-5	-6	O=C1c2ccccc2C(=O)N1CCc1nc(-c2ccncc2)no1
47	-6	·	8	·	-2	3	-7	-2	·	COCCc1ccc(OC2(C)CCN(Cc3cccn3-c3nccs3)C2)cc1 (stereo not given)
48	9	2	-12	-0.7	2	-1	15	-3	-10	Cc1ccc(/C=C/C(=O)c2ccccc2O)cc1
49	0	·	-21	5.2	-1	14	0	5	6	Cc1onc(-c2c(F)cccc2Cl)c1C(=O)OCC(=O)Nc1cccc(S(=O)(=O)N(C)C)c1
50	-2	-1	6	-0.1	0	2	-5	3	13	CN(C)C(CNS(=O)(=O)c1ccc(Br)cc1)c1cccnc1 (stereo not given)

# Individual results from the results shown.
# Entry for CN(C)C(CNS(=O)(=O)c1ccc(Br)cc1)c1cccnc1 (stereo not given) under M4 PAM: -5
# Entry for COCCc1ccc(OC2(C)CCN(Cc3cccn3-c3nccs3)C2)cc1 (stereo not given) under CHRM4 antagonist: 8
# Entry for Cc1nn(C(=O)c2cccs2)c(N)c1-c1ccccc1 under M4 PAM: 1

# Part of the list above in order of molar mass, highest first.
No.	M5 PAM	IDE cell inh	CHRM4 antagonist	CRFR2-BP ag	CHRM5 agonist	CHRM4 agonist	M4 PAM	M5 antag	CRFR2-BP antag	Structure
40	2	-3	7	-1.7	-3	-1	1	-3	0	O=c1c(-c2nnc(SCc3ccc(Cl)cc3Cl)o2)cccn1Cc1ccccc1
32	-2	0	-7	0.7	-4	0	5	16	-5	CCC12CN(C(=O)c3ccco3)CC(CC)(CN(C(=O)c3ccco3)C1)C2=O
30	-2	0	-4	-0.5	-1	-1	13	1	23	CCOC(=O)C(CCCOc1ccccc1)C(=O)OCC
33	-3	3	-1	0.5	-1	0	7	6	5	COc1cccc(OCc2nnc(SC)n2C)c1

# (more compounds)
No.	M5 PAM	IDE cell inh	CHRM4 antagonist	CRFR2-BP ag	CHRM5 agonist	CHRM4 agonist	M4 PAM	M5 antag	CRFR2-BP antag	Structure
51	10	0	-8	0.2	-8	2	-3	-1	-3	CC(C)CN1CCC(=O)N(CCSc2ccccc2)CC1
52	5	4	-15	-0.8	-1	1	10	-8	-7	O=C(NCC1COc2ccccc2O1)C1CCCN(S(=O)(=O)c2cnc[nH]2)C1 (stereo not given)
53	1	·	-1	·	1	4	2	1	·	Cc1ccc(-c2cnc(C(O)c3ccc(Cl)c(F)c3)[nH]2)cc1 (stereo not given)
54	3	8	0	-0.2	-4	1	5	4	-8	COc1ccc(N(CC(=O)NC2CC3CCC2C3)S(=O)(=O)c2ccc(C)cc2)cc1OC (stereo not given)
55	-11	0	-5	-0.1	-5	4	-3	3	0	Cc1ccc(N2C(=O)C(Cl)=C(NCc3ccccc3)C2=O)c(C)c1
56	-5	·	6	-1.7	1	2	0	3	-4	O=c1[nH]cnc2c1ncn2C1OCC(O)C(O)C1O (stereo not given)
57	-11	-1	-9	1.3	-6	-1	-3	1	-26	CCCCOc1ccc(/C=C/C2=CC(C)(C)NC(=S)N2)cc1OCC
58	1	-2	-20	1.1	0	0	13	-3	-25	O=C(Cn1ncc2c(=O)oc3ccccc3c21)NCCCN1CCCC1=O
59	-2	1	1	-0.9	-3	10	-4	10	9	Cc1cccc(NC(=O)C2CCN(c3ncnc4c3nc3n4CCCCC3)CC2)n1
60	5	3	4	1.9	2	1	5	-12	5	CCc1[nH]c(=O)[nH]c1C(C)S(=O)(=O)c1ccc(C)cc1 (stereo not given)
61	-4	-4	9	-1.1	-9	3	0	8	-2	Cc1cc(Oc2ccc(C#N)cc2)nc(NCc2ccccc2)n1
62	-17	-4	8	-3.1	5	6	-12	15	8	O=C(COc1ccc(Br)cc1)Nc1ccncc1

# High-throughput results: PubChem BioAssay, several laboratories
